GASC1 inh = blocks human GASC-1 (KDM4C) demethylase activity | GST-KDM4C 2-372, H3K9me3 peptide, LANCE TR-FRET | Q9H3R0 | 96,000 tested, 0.15% active | AID 720574 | inhibition, % at 12.5 µM;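 active = mean replicate inhibition above about 25%, with at least 55% of replicates also reaching it, limit read from the data, passing the limit was not always enough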
Target sequence (Q9H3R0 2-372 limits assumed): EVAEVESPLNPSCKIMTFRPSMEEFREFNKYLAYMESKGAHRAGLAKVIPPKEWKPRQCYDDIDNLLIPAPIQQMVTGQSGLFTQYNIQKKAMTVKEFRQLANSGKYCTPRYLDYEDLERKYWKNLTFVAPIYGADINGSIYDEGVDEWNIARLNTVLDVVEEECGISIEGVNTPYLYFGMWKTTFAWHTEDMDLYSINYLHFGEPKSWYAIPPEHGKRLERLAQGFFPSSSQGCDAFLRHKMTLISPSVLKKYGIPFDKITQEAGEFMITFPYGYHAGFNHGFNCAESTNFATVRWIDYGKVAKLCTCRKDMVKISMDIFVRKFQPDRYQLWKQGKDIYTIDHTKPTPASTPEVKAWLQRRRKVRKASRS
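Material: GST-tagged GASC-1 (JMJD2C) catalytic fragment, aa 2-372 / Quantity: enzyme final amount 10 nM / Medium: HEPES buffer, pH 7.5, plus ascorbate / Doses: one test concentration per compound / Incubation: 30 min reaction, 60 min detection, RT / Measured by: LANCE TR-FRET / Read-out: inhibition from TR-FRET ratio decrease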
Tcruzi prolif = blocks T. cruzi growth in NIH3T3 culture; inhibition, % at 8.34 µM; T. cruzi beta-gal in NIH3T3, GalScreen luminescence, 90 h; AID 624255; 77,000 tested, 5.9% active;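 active = mean inhibition above about 93%, with at least 55% of replicates each passing it, limit read from the data, passing the limit was not always enough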
C diff growth = blocks growth of Clostridium difficile | 86,000 tested, 0.25% active | Clostridium difficile clinical isolate growth, OD600, 24 h; active compounds read low | growth activity, negative = inhibition, % at 16 µg/mL (by protocol) | AID 1259249;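 active = mean growth activity at or below -80% and every replicate also at or below -80%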;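 also: 0% = DMSO wells and -100% = levofloxacin 16 µg/mL wells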
Pf Dd2 inh = inhibitors of Plasmodium falciparum Dd2 growth | activity change, % at 10 µM | AID 1159554 | P. falciparum Dd2 growth, SYBR Green, 72 h; active compounds read low | 94,000 tested, 2.3% active; in the data active = activity change below about -80%
* hit, by the source's call; x = not tested or not shown; & = joins results of further samples.

SMILES	GASC1 inh	Tcruzi prolif	C diff growth	Pf Dd2 inh
CNC[C@H]1OCCCC[C@@H](C)Oc2ccc(NC(=O)Nc3ccc4c(c3)OCO4)cc2C(=O)N([C@@H](C)CO)C[C@@H]1C	1.1	54	-2	-30
C[C@H](CO)N1C[C@H](C)[C@H](CN(C)C(=O)Nc2ccc(C(F)(F)F)cc2)Oc2c(NS(C)(=O)=O)cccc2C1=O	-1.1	x	2	2
CN(C)CC(=O)N1[C@H](CO)[C@@H](c2ccccc2)C12CN(CC1CCOCC1)C2	-2.0	x	-1	-17
C[C@@H]1CN([C@H](C)CO)C(=O)c2cc(NS(=O)(=O)c3ccccc3)ccc2O[C@H]1CN(C)Cc1ccncc1	0.2	17	0	3
CC(C)CC#Cc1ccc2c(c1)O[C@@H](CN(C)C(=O)CC1CC1)[C@H](C)CN([C@@H](C)CO)S2(=O)=O	-2.0	x	-3	-35
Cc1cccc(-c2ccc([C@H]3[C@H]4CN(Cc5cncnc5)CCCCN4[C@H]3CO)cc2)c1	1.7	68	0	4
COc1ccccc1C(=O)N1C[C@H]2[C@@H](c3ccccc31)[C@H](CO)N2C(=O)C1CC1	2.7	-6	-5	15
COc1ccc(NC(=O)Nc2cccc3c2O[C@@H](CN(C)Cc2ccc(Oc4ccccc4)cc2)[C@@H](C)CN([C@H](C)CO)C3=O)cc1	x	89	3	-62
C[C@@H]1CN([C@@H](C)CO)C(=O)Cc2cc(NS(=O)(=O)c3ccc(F)cc3)ccc2O[C@H]1CN(C)Cc1ccc2c(c1)OCO2	13	50	-4	-36
C[C@H]1CN([C@@H](C)CO)C(=O)c2cc(-c3cncnc3)cnc2O[C@H]1CN(C)C(=O)Nc1ccc2c(c1)OCO2	3.6	-16	2	53
CN1C(=O)c2cc(NC(=O)c3ccc(F)c(F)c3)ccc2OC[C@@H]2O[C@@H](CC(=O)N[C@H]3CCN(Cc4ccccc4)C3)CC[C@@H]21	-1.1	101*	x	x
N#C[C@@H]1[C@H](c2ccccc2-c2ccccc2F)[C@@H](CO)N1C(=O)C1CC1	-1.1	x	8	15
CCCNC(=O)[C@@H]1[C@@H](CO)[C@@H]2Cn3c(ccc(C4=CCCC4)c3=O)[C@@H]2N1CCC	5.4	47	-2	2
C[C@H](CO)N1C[C@H](C)[C@H](CN(C)S(=O)(=O)c2cccc(F)c2)Oc2ncc(C#CC3CC3)cc2C1=O	-2.0	-5	x	-28
Cc1noc(C)c1S(=O)(=O)Nc1ccc2c(c1)C(=O)N([C@H](C)CO)C[C@H](C)[C@@H](CN(C)C(=O)NC(C)C)O2	1.0	1	2	-10

Retrieved by compound from above, 3 records:
SMILES	GASC1 inh	Tcruzi prolif	C diff growth	Pf Dd2 inh
N#C[C@@H]1[C@H](c2ccccc2-c2ccccc2F)[C@@H](CO)N1C(=O)C1CC1	-1.1	x	8	15
Cc1noc(C)c1S(=O)(=O)Nc1ccc2c(c1)C(=O)N([C@H](C)CO)C[C@H](C)[C@@H](CN(C)C(=O)NC(C)C)O2	1.0	1	2	-10
C[C@@H]1CN([C@H](C)CO)C(=O)c2cc(NS(=O)(=O)c3ccccc3)ccc2O[C@H]1CN(C)Cc1ccncc1	0.2	17	0	3

Remaining list, next part.
SMILES	GASC1 inh	Tcruzi prolif	C diff growth	Pf Dd2 inh
CCCC#Cc1ccc([C@H]2[C@@H](CO)N(C(C)=O)[C@H]2CN(C)C(=O)C2CC2)cc1	0.5	x	-3	-7
O=C(C[C@H]1CC[C@@H]2[C@H](COC[C@H](O)CN2CC2CCOCC2)O1)NCC1CC1	1.9	-28	-1&-2	x
C[C@@H]1CN([C@@H](C)CO)C(=O)c2cc(C#C[C@@H](C)O)cnc2O[C@@H]1CN(C)C(=O)Cc1ccccn1	1.3	11	-2	37
C[C@@H]1CCCCO[C@@H](CN(C)C)[C@@H](C)CN([C@H](C)CO)C(=O)c2cc(NS(=O)(=O)c3ccc(F)cc3)ccc2O1	0.9	13	-1	-2
CCC(=O)Nc1ccc2c(c1)OC[C@@H](C)N(C(=O)c1cnccn1)C[C@@H](C)[C@@H](OC)CN(C)C2=O	-2.0	31	-14	42
COc1ccccc1NC(=O)N[C@H]1CC[C@H](CC(=O)N[C@@H](C)c2ccccc2)O[C@H]1CO	-0.8	-31	x	0
COc1ccc(NC(=O)Nc2ccc3c(c2)C(=O)N([C@@H](C)CO)C[C@@H](C)[C@@H](CN(C)S(=O)(=O)c2ccccc2)OCCCC[C@H](C)O3)cc1	-0.1	11	0	0
CCCC(=O)Nc1ccc2c(c1)C(=O)N(C)[C@H]1CC[C@H](CC(=O)NCc3ccccc3)O[C@@H]1CO2	-0.7	-38	15	-2
C[C@@H]1CN([C@H](C)CO)C(=O)c2cccc(NC(=O)Nc3ccc(F)cc3)c2O[C@H]1CN(C)S(=O)(=O)c1ccc(Cl)cc1	-2.9	x	-6	-34
CN(C)C(=O)[C@@H]1[C@@H](CO)[C@@H]2Cn3c(cccc3=O)[C@@H]2N1C(=O)C1CCCCC1	3.3	92	-4	12
C[C@@H]1CN([C@H](C)CO)C(=O)Cc2cc(NS(=O)(=O)c3ccc(Cl)cc3)ccc2O[C@H]1CN(C)Cc1ccc(C(=O)O)cc1	3.0	33	7	22
COc1ccccc1CNC(=O)C[C@H]1C[C@H]2c3cc(NC(=O)CN(C)C)ccc3O[C@H]2[C@H](CO)O1	-0.5	26	x	10
C[C@H](CO)N1C[C@H](C)[C@H](CN(C)C(=O)c2cnccn2)Oc2ncc(-c3ccccc3F)cc2C1=O	0.3	x	-1	11
Cc1cccc(S(=O)(=O)N2CCCCN3[C@H](C2)[C@H](c2ccc(C#CC(C)C)cc2)[C@@H]3CO)c1	-0.6	92	-4	-48
CCCNC(=O)C[C@@H]1CC[C@@H]2[C@H](COc3ccc(NC(=O)Nc4cccc(C)c4)cc3C(=O)N2C)O1	-4.6	18	-2	-59
O=C(Nc1ccccc1)N1CC(=O)N2[C@H](C1)[C@@H](c1ccc(C#CC3CCCCC3)cc1)[C@@H]2CO	0.3	x	2	-32
COc1ccc(S(=O)(=O)Nc2cccc3c2O[C@@H](CN(C)Cc2ccc4c(c2)OCO4)[C@H](C)CN([C@@H](C)CO)C3=O)cc1	0.8	-52	-6	8
C[C@H](CO)N1C[C@H](C)[C@@H](CN(C)Cc2ccc(Cl)c(Cl)c2)OCCCC[C@H](C)Oc2ccc(NC(=O)Nc3ccc(C(F)(F)F)cc3)cc2C1=O	9.7	67	10	-63
COc1ccccc1S(=O)(=O)N1CC[C@@H]2[C@H]1c1cc(-c3ccc(F)cc3)ccc1N(C)[C@H]2CO	0.3	33	-1	-17
CC(C)NC(=O)N1CC[C@@H]2[C@@H](CO)N(C)c3ccc(-c4cccc(F)c4)cc3[C@@H]21	-0.5	72	14	-38
C[C@H]1CN([C@@H](C)CO)S(=O)(=O)c2ccc(C3=CCCCC3)cc2O[C@@H]1CN(C)Cc1ccccc1	1.0	117*	x	-47
O=C(N[C@H]1CC[C@H](CCNC(=O)C2CCOCC2)O[C@H]1CO)c1ccncc1	-2.0	31	x	-5
CCCN(C)C[C@@H]1Oc2ncc(-c3cccc(F)c3)cc2C(=O)N([C@H](C)CO)C[C@@H]1C	-2.2	25	2	-47
C[C@@H]1CN([C@@H](C)CO)C(=O)c2cc(NS(=O)(=O)c3ccc(F)cc3)ccc2O[C@@H](C)CCCCO[C@H]1CN(C)Cc1ccc2c(c1)OCO2	-0.5	72	x	-56
CN(C)c1ccc2c(c1)[C@@H]1C[C@@H](CC(=O)NCc3cc(F)ccc3F)O[C@H](CO)[C@@H]1O2	5.0	36	x	-36
C[C@H](NC(=O)C[C@H]1CC[C@@H](NC(=O)CN2CCOCC2)[C@H](CO)O1)c1ccccc1	0.1	-6	x	15
Cc1noc(C)c1S(=O)(=O)Nc1cccc2c1O[C@@H](CN(C)C(=O)Nc1ccccc1)[C@@H](C)CN([C@H](C)CO)C2=O	-1.6	28	-7	20
C[C@@H]1CN([C@@H](C)CO)C(=O)c2cc(C#CC3(O)CCCC3)cnc2O[C@H]1CN(C)C(=O)C1CC1	2.1	-5	x	18
C[C@H]1CN([C@@H](C)CO)C(=O)c2cc(NC(=O)C3CCCCC3)ccc2O[C@@H]1CN(C)C	0.8	-31	1	73
O=C(C[C@H]1CC[C@@H](NC(=O)c2cccc(F)c2)[C@H](CO)O1)NCc1ccccc1	1.1	-19	1	1
COc1ccccc1-c1ccc([C@@H]2[C@@H](C#N)N(C(=O)C3CCCC3)[C@@H]2CO)cc1	-0.9	x	-2	-31
N#C[C@@H]1[C@@H](c2ccc(-c3cccc(F)c3)cc2)[C@H](CO)N1C(=O)CN1CCOCC1	1.7	54	-4	0
CC(=O)N(C)C[C@@H]1Oc2ncc(-c3cccnc3)cc2C(=O)N([C@H](C)CO)C[C@@H]1C	0.1	34	-4	47
O=C(Cc1ccncc1)N1CC[C@@H]2[C@@H](CO)Nc3ccc(C4=CCCCC4)cc3[C@@H]21	0.3	x	9	-59
CC(C)NC(=O)N[C@H]1C=C[C@@H](CC(=O)O)O[C@@H]1CO	0.3	-6	0	21
COc1ccc(NC(=O)Nc2ccc3c(c2)C(=O)N([C@H](C)CO)C[C@H](C)[C@@H](CN(C)C(=O)Nc2cccc4ccccc24)OCCCC[C@H](C)O3)cc1	-0.2	35	0	-15
CCCC#Cc1cnc2c(c1)C(=O)N([C@H](C)CO)C[C@@H](C)[C@@H](CN(C)C(=O)Cc1ccncc1)O2	-0.5	-23	-3	-53
CN1[C@@H]2c3ccc(/C=C/c4ccccc4)c(=O)n3C[C@@H]2[C@@H](CO)[C@@H]1C(=O)NC1CCC1	2.8	77	6	1
CO[C@@H]1CN(C)C(=O)c2cc(NC(=O)C3CCCC3)ccc2OC[C@H](C)N(C(=O)CC2CC2)C[C@H]1C	-0.1	1	x	-13
O=C(NCC1CCCCC1)[C@@H]1N[C@@H]2c3ccc(C4=CCCC4)c(=O)n3C[C@@H]2[C@H]1CO	-0.9	27	-4	-8
C[C@H](CO)N1C[C@H](C)[C@H](CN(C)S(=O)(=O)c2cn(C)cn2)OCCCC[C@H](C)Oc2ccc(NC(=O)CCC(F)(F)F)cc2C1=O	-0.6	57	-7	8
C[C@H](CO)N1C[C@H](C)[C@@H](CN(C)Cc2ccc(C(=O)Nc3ccccc3N)cc2)Oc2ccc(NC(=O)CCC(F)(F)F)cc2CC1=O	-1.6	x	5	-71
CCCNC(=O)N1[C@@H]2c3cccc(=O)n3C[C@H]1[C@H](CO)[C@H]2C(=O)N1CCC(Cc2ccccc2)CC1	-1.1	28	14	x
CN1C[C@@H]2[C@H](c3ccccc31)[C@H](CO)N2C(=O)C1CC1	x	59	11	-7
C[C@@H]1CN([C@H](C)CO)C(=O)c2cc(NC(=O)CCN3CCOCC3)ccc2O[C@H]1CN(C)S(C)(=O)=O	0.2	70	0	3
O=C(C[C@H]1C[C@H]2c3cc(NC(=O)NC4CCCC4)ccc3O[C@H]2[C@H](CO)O1)NCc1cc(F)ccc1F	0.7	-18	2	1
COc1ccccc1-c1ccc([C@@H]2[C@H](CO)N3CCCCN(C(=O)c4cccnc4)C[C@@H]23)cc1	0.0	42	-6	16
C(=C\c1ccc(C2[C@H]3CNC[C@@H]2N3Cc2ccc3c(c2)OCO3)cc1)/c1ccccc1 (some centres not stated)	-1.3	x	-3	-32
Cc1cccc(-c2ccc([C@H]3[C@@H](CO)N4CCCCN(S(=O)(=O)c5ccccc5F)C[C@H]34)cc2)c1	-1.1	84	53	-53
CNC[C@@H]1Oc2cc(C#CC3(O)CCCC3)ccc2S(=O)(=O)N([C@H](C)CO)C[C@H]1C	-1.1	11	-3	-32

Compounds from the list above that have an aryl methoxy group:
SMILES	GASC1 inh	Tcruzi prolif	C diff growth	Pf Dd2 inh
COc1ccccc1C(=O)N1C[C@H]2[C@@H](c3ccccc31)[C@H](CO)N2C(=O)C1CC1	2.7	-6	-5	15
COc1ccc(NC(=O)Nc2cccc3c2O[C@@H](CN(C)Cc2ccc(Oc4ccccc4)cc2)[C@@H](C)CN([C@H](C)CO)C3=O)cc1	x	89	3	-62
COc1ccccc1NC(=O)N[C@H]1CC[C@H](CC(=O)N[C@@H](C)c2ccccc2)O[C@H]1CO	-0.8	-31	x	0
COc1ccc(NC(=O)Nc2ccc3c(c2)C(=O)N([C@@H](C)CO)C[C@@H](C)[C@@H](CN(C)S(=O)(=O)c2ccccc2)OCCCC[C@H](C)O3)cc1	-0.1	11	0	0
COc1ccccc1CNC(=O)C[C@H]1C[C@H]2c3cc(NC(=O)CN(C)C)ccc3O[C@H]2[C@H](CO)O1	-0.5	26	x	10
COc1ccc(S(=O)(=O)Nc2cccc3c2O[C@@H](CN(C)Cc2ccc4c(c2)OCO4)[C@H](C)CN([C@@H](C)CO)C3=O)cc1	0.8	-52	-6	8
COc1ccccc1S(=O)(=O)N1CC[C@@H]2[C@H]1c1cc(-c3ccc(F)cc3)ccc1N(C)[C@H]2CO	0.3	33	-1	-17
COc1ccccc1-c1ccc([C@@H]2[C@@H](C#N)N(C(=O)C3CCCC3)[C@@H]2CO)cc1	-0.9	x	-2	-31
COc1ccc(NC(=O)Nc2ccc3c(c2)C(=O)N([C@H](C)CO)C[C@H](C)[C@@H](CN(C)C(=O)Nc2cccc4ccccc24)OCCCC[C@H](C)O3)cc1	-0.2	35	0	-15
COc1ccccc1-c1ccc([C@@H]2[C@H](CO)N3CCCCN(C(=O)c4cccnc4)C[C@@H]23)cc1	0.0	42	-6	16
